# A549 viability – kills or reduces viability of A549 cells in Nrf2 counter-screen; actives 0.16% (n = 390,000); Potency, µM (doses to about 46 µM), for inactives: top-dose activity change, negative = cytotoxicity, actives largely listed as inhibitors; A549 ARE-Fluc cells, CellTiter-Fluor viability, 18-24 h; further: potency means the concentration at half of the fitted maximal effect; on the % scale 0 is the no-effect control and ±100 the full control effect
#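 Cytotoxicity counterscreen: CellTiter-Fluor fluorescence was measured in A549 ARE_Fluc cells after 18-24 h of compound exposure in a concentration series. The subsequent BugLite luminescent read reports ARE-luciferase activity.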
# S2 tox – reduces viability in counter-screen for ATXN expression inhibitors. S2 cells (HEK-293 line with an ATXN2-luciferase reporter) viability, CellTiter-Fluor protease fluorescence, 24 h. Potency, µM (highest dose often 56.7 µM), usual class: cytotoxic. actives 0.49% (n = 400,000). AID 651635; further: potency means the concentration at half of the fitted maximal effect; nearly all actives have a fitted effect of over 40% in size
# pAkt inh – blocks phosphorylation of Akt; Neuro2A IGF-stimulated pAkt S473 HTRF, 20 min; active compounds read low; activity change, % for hits at 50 µM; actives 0.32% (n = 360,000); in the data active means activity change below about -80%; inconclusive means mostly about -51% to -80%; further: on the % scale 0 is the no-effect control and ±100 the full control effect
#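 Single-point screen (50 µM final compound) in Neuro2A cells stimulated 20 min with 6 nM IGF at 37 deg C. After lysis, Ser473-phosphorylated Akt read by HTRF (ex 330 nm, em 615/665 nm) as the 665/615 ratio.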
# TGFb SMAD3 inh – blocks TGF-b signaling; HepG2 CAGA-GFP TGF-b/SMAD3 reporter, GFP fluorescence, 18 h; TGF-beta stimulated, 500 pg/mL final; actives 1.2% (n = 410,000); Potency, µM (highest dose often 46.1 µM), without a hit: at the top dose activity, negative = inhibition, usual class: inhibitors; further: potency means the concentration at half of the fitted maximal effect; on the % scale 0 is the no-effect control and ±100 the full control effect; nearly all actives have a fitted effect of over 65% in size
#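 Inhibition was scored as loss of TGF-beta-induced (500 pg/mL final, 18 hours, 37 degrees C) GFP in HEPG2 cells carrying a CAGA-GFP reporter, in DMEM with 1% FBS. Well GFP was summed per cell; Activity was normalised to unstimulated and stimulated DMSO wells, then concentration-response fitting.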
# HepG2 tox – HepG2 cytotoxicity, counter-screen for TGF-b inhibitors | HepG2 CAGA-GFP viability, ATP luminescence, 18 h | Potency, µM (top dose mostly 46.1 µM), without a hit: at the top dose activity change, negative = cytotoxicity, actives largely listed as cytotoxic | AID 588856 | actives 0.76% (n = 410,000); further: potency means the concentration at half of the fitted maximal effect; some results filed as inactive show a strong effect at the top dose
#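 CellTiter-Glo luminescence gave cytotoxicity after 18 hours at 37 degrees C. The cells were HepG2 CAGA-GFP in 1% FBS DMEM, stimulated with 500 pg/mL TGF-beta after compound addition. %Activity was normalised to no-cell wells (complete cell-killing) and DMSO (no toxicity), and curves were fitted and classified.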
# Nrf2 block – inhibitors of Nrf2 signaling; A549 ARE-Fluc reporter, luciferase luminescence, 18-24 h; Potency, µM (highest dose often 46 µM), for inactives: at the top dose activity change, negative = inhibition, usual class: inhibitors; actives 2.1% (n = 360,000); AID 504444; further: potency means the concentration at half of the fitted maximal effect; on the % scale 0 is the no-effect control and ±100 the full control effect; nearly all actives have a fitted effect of over 60% in size
#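 Two sequential reads on A549 ARE_Fluc cells exposed to compound for 18-24 h: a CellTiter-Fluor fluorescence read for viability, then a luciferase luminescence read for Nrf2/ARE activity.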
# CCT chaperon mod – changes cytosolic chaperonin activity | purified chaperonin ATPase assay, HTRF ADP detection, 30 min | activity change, % (concentration not given with the values), hits read low | actives 0.3% (n = 360,000) | AID 651819; in the data active means activity change below about -30%; further: on the % scale 0 is the no-effect control and ±100 the full control effect
#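 TRiC at 40 or 20 nM final (batch-dependent) in 30 mM Tris pH 7.4, 100 mM KCl, 5 mM MgCl2, 1 mM DTT, with compound at single 76 uM and 10 uM ATP, 30 min at 37 deg C. ADP detected by HTRF Transcreener, 665/615 ratio.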
# MmCpn inh – inhibitors of Methanococcus maripaludis chaperonin (MmCpn) | AID 504842 | purified Mm-Cpn ATPase, ADP Transcreener TR-FRET | Potency, µM (titrated, usually from 76.9 µM), without a hit: at the top dose activity, negative = inhibition, usual class: inhibitors | actives 0.031% (n = 330,000); further: potency means the concentration at half of the fitted maximal effect; on the % scale 0 is the no-effect control and ±100 the full control effect; nearly all actives have a fitted effect of over 80% in size
#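 Measured: ADP formation by purified Mm-CPN. Conditions: 25 nM protein, 10 uM ATP, Tris pH 7.4 with Mg2+, K+ and DTT, 37°C for 30 min. Detection: Transcreener HTRF after 30 min at room temperature.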
# Nrf2 activator – Nrf2 pathway activation | AREc32 ARE-luciferase reporter (MCF7-derived line), luminescence, 24 h | Potency, µM (titrated, usually from 46.1 µM), for the others: at the highest dose activation, hits mostly activators | actives 0.31% (n = 410,000); further: potency means the concentration at half of the fitted maximal effect; % of control where 0% means no effect; nearly all actives have a fitted effect of over 65% in size
#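 Reporter line AREc32 (ARE-Fluc), seeded overnight in OPTI-MEM with 5% FBS; compound pin-transferred, 24 hr at 37 deg C, 5% CO2; luminescent read-out.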
# * = called active by the depositor; i = inactive; ? = inconclusive; . = not tested or not shown; & = joins results of further samples; [ ] = another dose, or the depositor's remark. Unless noted, the call rests on the fitted dose curve; in most records, active means well fitted curve in the direction sought with a large enough effect; inconclusive means small, poorly fitted or top-dose-only effect, or another doubt; inactive means no such curve, though single readings can be large; an effect the other way counts as inactive or inconclusive.
SMILES,A549 viability,S2 tox,pAkt inh,TGFb SMAD3 inh,HepG2 tox,Nrf2 block,CCT chaperon mod,MmCpn inh,Nrf2 activator
Cc1cccc(N2CCN(C(=O)c3ccc4ncsc4c3)CC2)c1C,-18.5%,i,i,0.0%,-36.9%,4.7%,-2.1,-9.1%,-0.3%
Cc1c(Cl)cccc1NC(=S)NCCc1ccc(C(F)(F)F)cc1,?,i,i,?,-2.1%,?,-0.8,0.6%,2.5%
COc1ccc(CCNC2=CC(=O)CCC2)cc1OC,.,i,i,12.8%,-22.6%,.,-0.6,.,-1.2%
OC(c1ccc(Cl)c(Cl)c1)c1ncc(-c2cccc(F)c2)[nH]1 (stereo unspecified),.,i,.,2.9%,-22.0%,.,-0.4,.,0.1%
CN1CCN(c2nc(-c3ccco3)cc(C(F)(F)F)n2)CC1,4.1%,i,.,8.6%,-24.5%,.,-4.7,-0.2%,2.0%
COc1ccccc1CCC(=O)Nc1ccc2c(c1)c(=O)n(C)n2Cc1ccc(F)cc1,.,i,i,-8.7%,4.5%,.,-0.3,.,0.2%[9.22 µM]
CN1CCC(CO)(Cc2ccccc2)CC1,0.9%,?,i,-5.2%,3.0%,7.7%,0.3,0.3%,-0.2%
CC(=O)N1CC2(C)CN(C(C)=O)CC(C)(C1)C2=O,-3.1%,i,i,2.7%,-0.2%,6.6%,-4.9,-1.3%,-0.5%
CC(C)c1nc(=S)c2ccccc2[nH]1,-0.9%,i,i,-7.5%,2.6%,?,-1.5,-2.9%,0.1%
CC(=O)Nc1ccc(NC(=O)CSc2nnc(NC(=O)Cc3ccc(F)cc3)s2)cc1,-10.7%,i,i,8.5%,7.1%,7.2%,0.2,1.5%,-0.4%
CCOC(=O)c1cccc(C2=CC(=O)C[C@H](c3ccc(OC)c(OC)c3)C2)c1,-3.5%,?,i,4.0%,4.3%,?,1.1,0.1%,4.9%
CCOc1ccc(C2CC(c3ccc(OC)c(OC)c3)n3nc(N)nc3N2)cc1 (stereo unspecified),-5.7%,i,i,7.7%,-5.0%,0.9%,0.5,0.0%,-0.4%

# Three entries drawn at random from the list so far, as already listed:
SMILES,A549 viability,S2 tox,pAkt inh,TGFb SMAD3 inh,HepG2 tox,Nrf2 block,CCT chaperon mod,MmCpn inh,Nrf2 activator
CC(=O)N1CC2(C)CN(C(C)=O)CC(C)(C1)C2=O,-3.1%,i,i,2.7%,-0.2%,6.6%,-4.9,-1.3%,-0.5%
Cc1cccc(N2CCN(C(=O)c3ccc4ncsc4c3)CC2)c1C,-18.5%,i,i,0.0%,-36.9%,4.7%,-2.1,-9.1%,-0.3%
COc1ccccc1CCC(=O)Nc1ccc2c(c1)c(=O)n(C)n2Cc1ccc(F)cc1,.,i,i,-8.7%,4.5%,.,-0.3,.,0.2%[9.22 µM]

# (next part)
SMILES,A549 viability,S2 tox,pAkt inh,TGFb SMAD3 inh,HepG2 tox,Nrf2 block,CCT chaperon mod,MmCpn inh,Nrf2 activator
O=C(CCCN1C(=O)CSc2ncccc21)N1CCN(Cc2ccccc2)CC1,6.9%,i,i,-0.1%,8.7%,13.9%,1.6,3.0%,-0.6%
CC(C)Oc1ccc(Cc2cnc(N)nc2N)cc1,2.6%,i,i,?,-3.0%,1.3%,1.2,-0.7%,-0.6%
Cc1ccc(NC(=O)CN2C(=O)CSc3ccc(S(=O)(=O)N(C)C)cc32)c(C)c1,7.3%,i,.,?,-30.2%,3.9%,.,.,3.6%
Cc1ccc(S(=O)(=O)NC(C(=O)OCC(=O)NC2CCS(=O)(=O)C2)C(C)C)cc1 (stereo unspecified),0.3%,i,i,17.2%,5.0%,2.2%,-0.2,?,-0.2%
Cc1c(-c2ccc(F)cc2)nc(N)c(C#N)c1-c1ccco1,-2.1%,.,.,-1.9%,-19.8%,0.1%,-1.0,-0.2%,26.2%
CC1Cn2c(C(=O)NCCc3ccc(Cl)cc3)cc3cccc(c32)S1 (stereo unspecified),10.7%,.,.,?,-26.9%,19.7%,.,.,0.2%
CCCCNC(=O)NNC(=O)c1ccc(F)cc1,-2.9%,i,i,23.7%,-6.1%,7.0%,-3.5,0.8%,-0.1%
COc1ccc(C2N(c3ccc(C)cc3)CCN2c2ccc(C)cc2)cc1O,-7.6%,i,i,-7.1%,-5.8%,?,-4.8,-0.1%,-0.1%
Cc1ccc2onc(CC(=O)N3CCN(c4ccc(Cl)cc4)CC3)c2c1,-6.4%,i,.,?,-10.6%,23.1%,.,.,3.3%
CCOC(=O)C1CCN(C(=O)c2oc3ccc(S(=O)(=O)N4CCCCCC4)cc3c2C)CC1,1.2%,i,i,-9.5%,-4.5%,-17.3%,-2.8,1.7%,0.4%
O=C(OC(c1ccccc1)c1nccc2ccccc12)c1cc([N+](=O)[O-])cc([N+](=O)[O-])c1 (stereo unspecified),-0.9%,?,i,?,-1.0%,19.1%,-2.2,1.1%,0.8%
Cc1ccc(C)c(NC(=O)COC(=O)CC2CC3CCC2C3)c1 (stereo unspecified),0.1%,i,i,1.8%,0.5%,-7.1%,-0.1,1.2%,0.4%
Cc1ccc(Cc2c(-c3ccc(C)cc3)nc3c(C)cc(Br)cn23)cc1,.,i,i,?,-16.1%,.,-0.1,.,0.4%
CCCNC(=O)[C@@H]1CCCN1C(=O)[C@@H]1Cc2ccccc2CN1,-0.4%,i,i,-0.1%,6.3%,9.7%,-0.3,-0.1%,0.1%
CC1(C)Cc2c(cnn2-c2cccc(F)c2)C(NC(=O)Cn2cccn2)C1 (stereo unspecified),0.6%,i,i,?,14.3%,20.9%,0.5,-3.4%,0.3%
O=C(CSc1nnc(-c2cccnc2)o1)Nc1nccs1,-1.1%,?,i,10.8%,0.0%,23.0%,2.0,-2.7%,0.6%
Cc1c(C#N)c2ccccc2n1CC(=O)NCc1ccccc1,2.6%,i,.,-2.2%,9.1%,2.8%,-2.2,0.1%,2.2%
CCCCC(C)Sc1nc2c([nH]1)c(=S)n(C)c(=O)n2C (stereo unspecified),-0.8%,?,i,?,2.5%,-21.9%,-0.1,.,3.3%
O=C(CC1NC2CCCCC2NC1=O)Nc1cccc(C(F)(F)F)c1 (stereo unspecified),4.4%,i,i,20.1%,13.4%,1.4%,-0.2,.,0.0%
Cc1cc(OC(=O)c2c(C)cc(O)cc2O)cc(O)c1C(=O)O,7.3%,i,i,7.6%,3.6%,-25.7%,-1.1,1.3%,0.3%
CCOC(=O)c1ccc(NC(=O)c2cn3c4c(ccc(Cl)c4c2=O)OC(C)C3)cc1 (stereo unspecified),-8.4%,i,.,2.0%,3.1%,16.0%,.,.,-0.8%
Cc1c(NC(=O)c2cc(-c3ccccc3)on2)c(=O)n(-c2ccccc2)n1C,20.7%,i,i,-4.0%,-2.4%,0.5%,-2.8,-0.6%,-0.2%
O=C1c2ccccc2C(=O)c2cc(NC(=O)C3CC3)ccc21,-3.1%,i,i,0.2%,-18.4%,?,-2.8,-2.6%,4.6%
COc1ccc(-c2ccc(NS(=O)(=O)c3ccc(C(C)=O)cc3)cc2)nn1,0.1%,i,.,-24.8%,-29.2%,.,.,.,1.0%
Nc1cccc(Oc2ccc3c(c2)C(=O)NC3=O)c1,-1.2%,i,i,6.4%,6.5%,5.6%,-0.6,0.9%,-0.5%
COc1ccc(NC(=O)Nc2ccc3oc(C)nc3c2)cc1,-1.1%,i,i,-10.1%,23.4%,?,0.6,-1.3%,0.6%
OCCn1c(-c2ccccc2)csc1=Nc1ccccc1,-4.1%,i,i,-5.5%,-16.8%,-19.4%,-1.3,0.5%,4.8%
COc1ccc(CNC(=O)CC2C(=O)NCCN2C2Cc3ccccc3C2)cc1 (stereo unspecified),-6.1%,i,i,2.2%,-18.9%,-14.3%,-0.3,0.6%,-0.3%
Cc1ccc(C(=O)Nc2ccc3nc(C)sc3c2)s1,-10.1%,?,i,-7.0%,17.1%,?,-2.7,0.6%,2.7%
O=C(Nc1c2c(nn1-c1ccccc1)CS(=O)(=O)C2)c1ccco1,-2.6%,i,i,13.1%,14.4%,10.9%,1.6,0.6%,-0.3%
CC(C)(C)C(=O)Nc1ccccc1C(=O)NCCC(=O)Nc1ccccc1,-0.5%,i,i,-2.0%,-2.7%,-28.5%,0.2,0.8%,1.3%
Cc1ccc2c(nc3s/c(=C/c4cccs4)c(=O)n32)c1C,-2.3%,i,i,7.1%,17.4%,?,-4.1,0.0%,6.4%
COc1ccc(N2CCN(C(=O)c3c(C)nn(-c4ccccc4)c3C)CC2)cc1,3.2%,i,i,-31.3%,9.2%,8.5%,1.3,0.6%,-0.1%
O=S(=O)(c1ccc(F)cc1)N1CCN(C(=S)NC2CCCC2)CC1,7.9%,i,i,-9.6%,3.7%,-1.6%,-1.5,-2.1%,-0.4%
CN(CCc1ccccc1)C(=O)c1ccc(NC(=O)Cc2cccc(NC(=O)C3CCN(S(=O)(=O)c4cccc([N+](=O)[O-])c4)CC3)c2)cc1,4.8%,i,i,-23.9%,-18.0%,-0.7%,-1.0,.,0.1%
COc1ccc(NC(=O)CSCc2cc(=O)n3nc(C4CC4)sc3n2)cc1,0.0%,i,i,8.7%,-5.4%,15.1%,-0.1,-1.1%,-0.9%
O=C(CN(Cc1ccco1)C(=O)CNS(=O)(=O)c1ccccc1)NCc1ccc(F)cc1,0.1%,i,i,18.0%,-4.7%,.,1.3,-2.1%,0.0%
COC(=O)c1scc2c(Oc3ccccc3)cc(C(F)(F)F)nc12,6.4%,i,i,-7.8%,-24.3%,19.3%,-4.2,-1.9%,0.7%
COc1cc(NS(=O)(=O)c2ccc3ccccc3c2)c2ncccc2c1,-8.8%&0.6%,.,i,?,-13.7%,?,0.8,-0.5%,?

# Screening data from PubChem.
